Screens deposited in PubChem BioAssay by National Center for Advancing Translational Sciences (NCATS).
TDP43 rescue = qHTS of TDP-43 Inhibitors; TDP-43 expressing yeast growth rescue, BacTiter-Glo, 24 h; Potency, µM (series often up to 46.1 µM), without a hit: at the top dose growth rescue (activation), usual class: activators; hit rate 1.8% among 410,000; AID 652104, 2013; also: potency is read from the fitted curve at half-maximal effect; % of control where 0% means no effect; nearly all actives have a fitted effect of over 50% in size
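In this qHTS, compounds that restore growth of yeast expressing TDP-43 appear as activators. Cells (OD600=0.02, galactose medium, raffinose-pregrown) are incubated with compound 24 hr at 30 deg C and growth is quantified by BacTiter-Glo.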
aSyn yeast inh = qHTS of alpha-syn Inhibitors; Yeast expressing alpha-synuclein, growth rescue, BacTiter-Glo, 24 h; Potency, µM (titrated, usually from 46.1 µM), for inactives: at the top dose growth rescue (activation), most hits filed as activators; hit rate 0.14% among 370,000; AID 652106, 2013; also: potency is read from the fitted curve at half-maximal effect; % of control where 0% means no effect; nearly all actives have a fitted effect of over 65% in size
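Screening used galactose-induced yeast with toxic alpha-synuclein levels, exposed to compound for 24 hr at 30 deg C. Cell growth, read with BacTiter-Glo luminescence, gave the measured signal.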
pAkt inh = HTS Assay for Inhibitors of Akt Phophorylation: Primary Screen; hit rate 0.32% among 360,000; Neuro2A IGF-stimulated pAkt S473 HTRF, 20 min; active compounds read low; activity change, % for hits at 50 µM; in the data active = activity change below about -80%; inconclusive = mostly about -51% to -80%; also: % is scaled to controls: 0 for no effect and ±100 for the full control effect
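Neuro2A cells in DMEM with 0.5% FBS, overnight at 37 deg C, given compound at single 50 µM final, then IGF (6 nM final) for 20 min at 37 deg C. Lysed; phospho-Akt Ser473 by HTRF after 24 h, 665/615 ratio.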
GLP1R cytotox = qHTS of GLP-1 Receptor Inverse Agonists: Cytotox Screen; HEK293 cAMP-luciferase reporter cells, luminescence, 24 h; Potency, µM (titrated, usually from 38.3 µM), inactives show top-dose activity change, negative = inhibition, actives largely listed as inhibitors; hit rate 0.13% among 410,000; AID 624418, 2012;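 also: loss of luciferase light is scored as toxicity; potency is read from the fitted curve at half-maximal effect; % is scaled to controls: 0 for no effect and ±100 for the full control effect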
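To flag toxic compounds, the library was rerun on cells for 24 hr at 37 deg C and 5% CO2. Viability-linked luminescence was captured 12 min after adding luciferase detection reagent.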
FUS suppressor = qHTS for Suppressors of FUS Proteinopathy: Primary screen using FUS-linked yeast assay; S. cerevisiae FUS-expressing, growth rescue, OD600, 24 h; hit rate 0.24% among 390,000; Potency, µM (doses to about 76.6 µM), inactives show at the top dose growth rescue (activation), hits mostly activators;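 also: potency is read from the fitted curve at half-maximal effect; plate controls were DMSO vehicle for no effect and reference control for full effect; nearly all actives have a fitted effect of over 55% in size; some results filed as inactive show a strong effect at the top dose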
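Compound concentration series was pinned onto galactose-induced FUS-expressing yeast seeded at OD 0.005. Plates sat 24hr at 30C; absorbance at 600 nm gave growth. DMSO served as background control.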
MmCpn inh = Inhibitors of TCP-1 ring complex (TRiC) of Methanococcus maripaludis (MmCpn): qHTS; purified Mm-Cpn ATPase, ADP Transcreener TR-FRET; Chaperonin Mm-Cpn (Methanococcus maripaludis); hit rate 0.031% among 330,000; Potency, µM (top dose mostly 76.9 µM), for inactives: top-dose activity, negative = inhibition, most hits filed as inhibitors; also: potency is read from the fitted curve at half-maximal effect; % is scaled to controls: 0 for no effect and ±100 for the full control effect; nearly all actives have a fitted effect of over 80% in size
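Inhibition of chaperonin ATP hydrolysis is measured as reduced ADP production, detected by competitive TR-FRET in which signal falls with ADP. Final enzyme 25 nM and ATP 10 uM, reacted 30 min at 37°C.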
PTHR1 ag = qHTS for PTHR1 Agonists: Primary Screen; Parathyroid hormone/parathyroid hormone-related peptide receptor (Homo sapiens), Q03431; HEK293 GP2 PTHR1 cells, GloSensor cAMP luminescence, 1 h; Potency, µM (series often up to 115 µM), inactives show at the highest dose activation, most hits filed as activators; hit rate 0.075% among 410,000; AID 743266, 2014; also: potency is read from the fitted curve at half-maximal effect; nearly all actives have a fitted effect of over 55% in size; some results filed as inactive show a strong effect at the top dose; inactives centre near -15; many of its hits are not listed in these tables
Target sequence (Q03431 whole entry, looked up): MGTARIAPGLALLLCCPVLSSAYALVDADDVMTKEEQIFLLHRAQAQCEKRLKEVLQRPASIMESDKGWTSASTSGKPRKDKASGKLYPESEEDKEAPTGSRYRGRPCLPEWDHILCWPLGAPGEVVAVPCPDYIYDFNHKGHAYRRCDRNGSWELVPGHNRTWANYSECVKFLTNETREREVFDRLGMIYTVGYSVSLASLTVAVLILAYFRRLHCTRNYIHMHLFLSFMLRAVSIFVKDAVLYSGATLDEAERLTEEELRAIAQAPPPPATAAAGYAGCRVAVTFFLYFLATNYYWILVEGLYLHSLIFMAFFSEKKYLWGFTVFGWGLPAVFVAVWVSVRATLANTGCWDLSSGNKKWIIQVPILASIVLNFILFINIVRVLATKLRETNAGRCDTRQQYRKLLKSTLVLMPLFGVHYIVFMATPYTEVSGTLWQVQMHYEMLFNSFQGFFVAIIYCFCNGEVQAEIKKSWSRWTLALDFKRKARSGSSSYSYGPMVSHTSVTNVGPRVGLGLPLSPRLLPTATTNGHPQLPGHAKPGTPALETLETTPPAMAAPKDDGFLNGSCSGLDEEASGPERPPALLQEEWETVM
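HEK-293-derived GP2 cells expressing PTHR1 and a GloSensor cAMP reporter, 3,000/well, plated overnight, given luciferin plus IBMX (each 0.5 mM as added) for 1 h at 37 °C, then compound for 1 h at 37 °C. Luminescence was read after 15 min at room temperature.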
GLP-1R inv ag = qHTS of GLP-1 Receptor Inverse Agonists (Inhibition Mode) | HEK293 GLP-1R CRE-luciferase, luminescence, 24 h; GLP-1R form is constitutively active | AID 624417, 2012 | hit rate 1.6% among 410,000 | Glucagon-like peptide 1 receptor (Homo sapiens), P43220 | Potency, µM (doses to about 38.3 µM), without a hit: top-dose activity change, negative = inhibition, actives largely listed as inhibitors; also: potency is read from the fitted curve at half-maximal effect; % is scaled to controls: 0 for no effect and ±100 for the full control effect; nearly all actives have a fitted effect of over 55% in size
Target sequence (P43220 whole entry, looked up): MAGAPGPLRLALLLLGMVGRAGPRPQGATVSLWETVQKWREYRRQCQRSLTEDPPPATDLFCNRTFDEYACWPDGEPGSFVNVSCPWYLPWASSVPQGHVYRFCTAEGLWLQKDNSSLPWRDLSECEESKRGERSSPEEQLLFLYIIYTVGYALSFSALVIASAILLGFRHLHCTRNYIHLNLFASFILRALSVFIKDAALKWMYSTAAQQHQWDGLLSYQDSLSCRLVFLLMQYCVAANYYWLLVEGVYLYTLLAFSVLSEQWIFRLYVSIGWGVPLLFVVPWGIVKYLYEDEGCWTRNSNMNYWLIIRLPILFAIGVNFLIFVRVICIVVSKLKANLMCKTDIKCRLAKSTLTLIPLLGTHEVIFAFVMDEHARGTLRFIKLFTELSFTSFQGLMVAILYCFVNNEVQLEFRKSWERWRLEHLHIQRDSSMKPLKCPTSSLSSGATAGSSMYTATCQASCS
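qHTS in 1536-well format: reporter HEK293 cells expressing constitutive GLP-1R activity in DMEM + 10% Nu serum, 24 hr with compounds at 37 deg C, luminescence read after 12 min with detection reagent.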
Abeta yeast res = qHTS for compounds that reverse cellular toxicity of Amyloid beta (A-beta) peptide in yeast: Primary Screen; yeast expressing A-beta42, growth rescue, OD600, 48 h; response scale: 0% DMSO, 100% iron-clioquinol control; Potency, µM (highest dose often 46.1 µM), inactives show at the highest dose growth rescue, most hits filed as activators; hit rate 0.063% among 410,000; AID 1347071, 2019; also: potency is read from the fitted curve at half-maximal effect; nearly all actives have a fitted effect of over 55% in size
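Growth rescue measured by 600 nm absorbance after 48 h yeast culture at 30 C with compound. Values normalized between DMSO and an equimolar ferric chloride plus clioquinol control.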
* hit, by the source's call; i = inactive; ? = inconclusive; nt = not tested or not shown; [ ] = dose if it differs, or a comment. Unless noted, calls follow the shape of the dose curve; as a rule, active = well fitted curve in the direction sought with a large enough effect; inconclusive = small, poorly fitted or top-dose-only effect, or another doubt; inactive = no such curve, though single readings can be large; an effect the other way counts as inactive or inconclusive.

Values in the order: TDP43 rescue | aSyn yeast inh | pAkt inh | GLP1R cytotox | FUS suppressor | MmCpn inh | PTHR1 ag | GLP-1R inv ag | Abeta yeast res
> CC#CCCCC(=O)Nc1cc(OC)nc(OC)n1
 : 14µM* | 4% | i | -11% | 7% | -2% | i | 4% | 9%
> COC(=O)c1ccccc1NC(=O)Cn1c(=O)n(-c2cccc(OC)c2)c(=O)c2c(C)c(C(=O)N(C)C)sc21
 : -16% | nt | nt | 2% | 5% | nt | -6% | 16% | -15%
> CC1=C(C(=O)OCc2ccccc2)C(c2ccccc2Br)NC(=O)N1 (configuration not stated)
 : -24% | 2% | i | 1% | -11% | 0% | -21% | ? | 9%
> COC(=O)c1c(/N=C/NOCc2ccc(Cl)cc2)sc2c1CCN(c1ncc(C(F)(F)F)cc1Cl)C2
 : 6% | 2% | i | 2% | -18% | -1% | 8%[57.5 µM] | -1% | -2%
> C/C(=N\Nc1ccccn1)c1ccc(N2CCOCC2)cc1
 : 16% | 0% | i | -15% | -19% | -2% | -20% | 20% | 10%
> CC(C)C[C@H](NC(=O)c1[nH]cnc1C(=O)N[C@@H](C)c1ccccc1)C(=O)OCc1ccccc1
 : -1% | -1% | i | -13% | ? | 5% | -22% | 4.5µM* | 8%
> CCN(c1ccc(OC)cc1)S(=O)(=O)c1ccc(-c2ccc(=O)[nH]n2)o1
 : -13% | 4% | i | 8% | 6% | -6% | i | 42%[activator] | nt
> O=C(O)CCc1nn2c3ccccc3n(CC(=O)O)c2nc1=O
 : -22% | 6% | i | 5% | 24% | -4% | 29% | -19% | 1%
> CCC(=O)Nc1nc(C)c(-c2csc(Nc3cccc(C(=O)O)c3)n2)s1
 : -10% | -1% | i | -1%[7.66 µM] | 29% | -15% | i | -9%[7.66 µM] | 1%
> OCCC1CN(Cc2cccnc2)CCN1CCc1ccccc1 (configuration not stated)
 : -13% | -5% | i | 17% | -20% | 2% | -2% | 1% | 4%
> COc1ccc(-c2onc(C)c2C)cc1S(=O)(=O)NCCc1ccco1
 : 19% | 3% | i | -7% | 3% | 4% | -19% | 5% | -21%
> O=C1OCCC1Sc1nnc(-c2ccc(F)cc2)n1Cc1ccccc1 (configuration not stated)
 : 1% | 0% | i | -14% | nt | 1% | -25% | 8% | 11%
> COc1ccc(S(=O)(=O)N2CCC(C(=O)N3CCCC3)CC2)cc1Cl
 : 1% | -9% | i | -36% | 4% | 1% | -10%[57.5 µM] | -95% | -10%
> COc1cc(OC)nc(Oc2cc(/C=N/O)ccc2OC)n1
 : 11% | 1% | i | -10% | 6% | 1% | -29% | -30% | 4%
> CC(=O)Nc1sc(C)c(C)c1C(=O)OCC(=O)Nc1cccc(C)c1
 : 25% | -5% | i | -3% | 8% | -2% | -9% | -11% | -12%
> COc1ccc(NC(=O)CCSc2nnnn2C)cc1
 : 17% | 4% | i | 14%[7.66 µM] | 15% | 3% | i | 36%[activator][7.66 µM] | 2%
> CCC1Nc2ncnc(N3CCOCC3)c2N(Cc2ccc(OC)cc2)C1=O (configuration not stated)
 : 11% | 1% | i | 2% | -2% | -2% | i | 17% | -1%
> COc1ccc(S(=O)(=O)N2CCOCC2)cc1NC(=O)COC(=O)C1CC2CCCC(C1)C2=O (configuration not stated)
 : 13% | -2% | i | -7% | 30% | ? | -1% | 8% | 21%
> Cc1ccc(-n2c(SCC(=O)Nc3ccc4c(c3)OCCO4)nnc2-c2ccco2)cc1
 : -12% | -2% | i | -16% | -26% | nt | -9%[57.5 µM] | 21% | -7%
> O=C(Cn1nc(C(=O)O)c2ccccc2c1=O)NCCC1=CCCCC1
 : 2% | -4% | i | 10% | 1% | 0% | -2%[57.5 µM] | -9% | 4%

Following part
Values in the order: TDP43 rescue | aSyn yeast inh | pAkt inh | GLP1R cytotox | FUS suppressor | MmCpn inh | PTHR1 ag | GLP-1R inv ag | Abeta yeast res
> COc1cc(/C=C(\C#N)C(=O)NCC2CCCO2)ccc1OC(=O)c1ccco1 (configuration not stated)
 : 17% | ? | i | ? | nt | 0% | i | 5% | 5%
> Cc1ccc(CNC(=O)C(=O)c2cn(CC(=O)N3CCOCC3)c3ccccc23)cc1
 : 21% | 5% | i | 4% | ? | -1% | -5% | 4% | 6%
> CC(=O)NC1(C(=O)O)CCCC1
 : -3% | 0% | i | -5% | 17% | 0% | -18% | 15% | -15%
> COc1ccc(-c2cc(-c3cc(OC)ccc3O)[nH]n2)cc1
 : 25µM* | 6% | i | -25% | 25% | 1% | -17% | ? | -46%[inhibitor]
> CCC(C(=O)Nc1ccccc1C(=O)OC)n1nc(C)c2c(C)n(-c3ccc(C)cc3)nc2c1=O (configuration not stated)
 : -10% | nt | nt | -5% | ? | nt | -13% | -1% | -13%
> CC(=O)OCC(=O)Nc1cc(S(=O)(=O)N2CCCCCC2)ccc1Cl
 : 12% | 10% | i | -8% | 8% | 3% | i | -25% | nt
> COc1ccccc1N1CCN(S(=O)(=O)c2cn(C)nc2C)CC1
 : 15% | 3% | i | 2% | 4% | 0% | -2% | 6% | 0%
> CCOC(=O)c1sc2ccccc2c1S(=O)(=O)Nc1cc(OC)ccc1OC
 : 15% | nt | nt | 10% | 18% | nt | -32%[inhibitor] | -32% | -8%
> O=NN(Cc1cccnc1)Cc1cccnc1
 : 21% | -3% | i | 2% | -14% | nt | i | 7% | -15%
> Cc1ccc(NC(=O)CN2C(=O)c3ccccc3Sc3ccc(C(=O)N4CCOCC4)cc32)c(Cl)c1
 : 8% | nt | nt | 7% | 17% | nt | -13% | 7% | 4%
> Cc1c(NC(=O)Nc2ccc(Cl)c(Cl)c2)c(=O)n(-c2ccccc2)n1C
 : 9% | -41%[inhibitor] | i | -8% | 18% | 0% | -8% | -11% | -13%
> O=C(CP(=O)(c1ccccc1)c1ccccc1)Nc1cccc(CP(=O)(c2ccccc2)c2ccccc2)c1
 : 7% | -5% | i | -6% | 20% | 1% | -42%[inhibitor] | ? | -3%
> CN1/C(=C\C(=O)c2cccs2)C(C)(C)c2ccccc21
 : 23% | -27% | i | 151%[activator] | nt | -4% | -35%[inhibitor] | ? | -63%[inhibitor]
> CCn1c(COc2cccc(C)c2)nnc1SCC(=O)N1CCCC1
 : 18% | 3% | i | -7% | 22% | 3% | -7%[57.5 µM] | -22% | -1%
> COc1cc([N+](=O)[O-])ccc1NC(=O)Nc1cnccn1
 : 9% | 0% | i | 4% | -17% | -2% | i | 14% | 4%
> CCCN(C(=O)CSCC(=O)Nc1cccc(C)c1)c1c(N)n(Cc2ccccc2)c(=O)[nH]c1=O
 : 2% | -1% | i | 0% | 19% | -1% | i | 2% | -4%
> CN(C(=O)CSc1nnc(Nc2ccccc2)s1)c1c(N)n(Cc2ccccc2)c(=O)[nH]c1=O
 : 14% | 2% | i | 4% | 15% | 0% | i | 16% | ?
> CC(=O)Nc1ccc2c(c1)C(=O)c1ccc(Cl)cc1-2
 : 25% | 0% | i | 1% | 2% | nt | i | 18% | -13%
> CC(C)Oc1ccc(C(=O)Nc2nonc2-c2ccc(OC(C)C)cc2)cc1
 : -5% | nt | nt | 5% | -6% | nt | i | 16% | -5%
> COc1cccc(NC(=O)CSc2nnc(-c3cccs3)n2C)c1
 : -9% | 2% | -107%* | -6% | 13% | -16% | i | 6% | 15%
> O=C(c1ccccc1)N1CCN(c2ccc(Cl)cc2)CC1
 : ? | 8% | i | 5% | -2% | 3% | -23% | 10% | 21%
> O=C(CSc1ncnc2ccccc12)Nc1cccc(S(=O)(=O)N2CCOCC2)c1
 : -12% | 1% | i | 3% | 17% | -2% | -19% | ? | 2%
> Clc1ccc(Cn2ncc3c(N4CCCCC4)ncnc32)c(Cl)c1
 : 3% | 0% | i | 9% | -51% | nt | -38%[inhibitor] | 4% | -10%[9.22 µM]

Shown as labelled records: 4 of the compounds above
> CCC(C(=O)Nc1ccccc1C(=O)OC)n1nc(C)c2c(C)n(-c3ccc(C)cc3)nc2c1=O (configuration not stated)
  TDP43 rescue: -10%	aSyn yeast inh: nt	pAkt inh: nt	GLP1R cytotox: -5%	FUS suppressor: ?	MmCpn inh: nt	PTHR1 ag: -13%	GLP-1R inv ag: -1%	Abeta yeast res: -13%
> CC(=O)OCC(=O)Nc1cc(S(=O)(=O)N2CCCCCC2)ccc1Cl
  TDP43 rescue: 12%	aSyn yeast inh: 10%	pAkt inh: i	GLP1R cytotox: -8%	FUS suppressor: 8%	MmCpn inh: 3%	PTHR1 ag: i	GLP-1R inv ag: -25%	Abeta yeast res: nt
> COc1ccccc1N1CCN(S(=O)(=O)c2cn(C)nc2C)CC1
  TDP43 rescue: 15%	aSyn yeast inh: 3%	pAkt inh: i	GLP1R cytotox: 2%	FUS suppressor: 4%	MmCpn inh: 0%	PTHR1 ag: -2%	GLP-1R inv ag: 6%	Abeta yeast res: 0%
> CCOC(=O)c1sc2ccccc2c1S(=O)(=O)Nc1cc(OC)ccc1OC
  TDP43 rescue: 15%	aSyn yeast inh: nt	pAkt inh: nt	GLP1R cytotox: 10%	FUS suppressor: 18%	MmCpn inh: nt	PTHR1 ag: -32%[inhibitor]	GLP-1R inv ag: -32%	Abeta yeast res: -8%

These rows are one share of the data (hit frequency here may not be typical).
